Tb PYK inh: blocks Trypanosoma brucei pyruvate kinase; 410,000 tested, 0.12% active; TbPYK enzyme, Kinase-Glo Plus ATP luminescence, 45 min; Potency, µM (series often up to 76.8 µM), for the others: at the top dose activity, negative = inhibition, most hits filed as inhibitors; also: potency is read from the fitted curve at half-maximal effect; nearly all actives have a fitted effect of over 50% in size
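Glycolytic pyruvate kinase of T. brucei was incubated with substrate, test compound and 130 uM ADP for 45 minutes at room temperature. Luminescent Kinase-Glo Plus signal was measured after 10 minutes.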
LmPK inh: LmPK (Leishmania mexicana) enzyme inhibition | Potency, µM (titrated, usually from 57.5 µM), inactives show at the highest dose activity change, negative = inhibition, actives largely listed as inhibitors | AID 1721 | Q27686 | purified LmPK, Kinase-Glo ATP luminescence, 1 h | 290,000 tested, 0.37% active; also: potency is read from the fitted curve at half-maximal effect
Target sequence (Q27686 whole entry, looked up): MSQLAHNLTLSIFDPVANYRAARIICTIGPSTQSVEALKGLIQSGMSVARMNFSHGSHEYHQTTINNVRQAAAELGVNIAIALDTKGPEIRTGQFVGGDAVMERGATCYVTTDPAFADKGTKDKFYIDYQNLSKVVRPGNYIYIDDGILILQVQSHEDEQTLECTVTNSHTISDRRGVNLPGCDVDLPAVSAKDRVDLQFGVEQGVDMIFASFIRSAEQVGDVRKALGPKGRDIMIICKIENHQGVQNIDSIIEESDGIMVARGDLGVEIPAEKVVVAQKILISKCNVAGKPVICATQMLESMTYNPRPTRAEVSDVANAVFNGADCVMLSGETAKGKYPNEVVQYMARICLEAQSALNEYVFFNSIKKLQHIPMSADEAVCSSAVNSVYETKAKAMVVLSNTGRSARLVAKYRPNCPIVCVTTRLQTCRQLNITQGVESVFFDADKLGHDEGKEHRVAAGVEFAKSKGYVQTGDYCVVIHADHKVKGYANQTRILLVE
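ATP generated from ADP (0.1 mM) and PEP (0.5 mM) by 0.1 nM LmPK over 1 h at room temperature (pH 7.2 imidazole buffer) was detected by coupled luciferase luminescence. Values were normalized to uninhibited and no-enzyme wells.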
AmpC detergent: blocks E. coli AmpC beta-lactamase in detergent assay; AmpC hydrolysis of nitrocefin, absorbance 480 nm, 0.01% Triton; Potency, µM (top dose mostly 114 µM), inactives show at the top dose activity change, negative = inhibition, usual class: inhibitors; 370,000 tested, 0.041% active; AID 485294;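 also: potency is read from the fitted curve at half-maximal effect; 0% = no-compound wells and -100% = no-enzyme wells; nearly all actives have a fitted effect of over 25% in size; some results filed as inactive show a strong effect at the top dose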
Target sequence (P00811 whole entry, looked up): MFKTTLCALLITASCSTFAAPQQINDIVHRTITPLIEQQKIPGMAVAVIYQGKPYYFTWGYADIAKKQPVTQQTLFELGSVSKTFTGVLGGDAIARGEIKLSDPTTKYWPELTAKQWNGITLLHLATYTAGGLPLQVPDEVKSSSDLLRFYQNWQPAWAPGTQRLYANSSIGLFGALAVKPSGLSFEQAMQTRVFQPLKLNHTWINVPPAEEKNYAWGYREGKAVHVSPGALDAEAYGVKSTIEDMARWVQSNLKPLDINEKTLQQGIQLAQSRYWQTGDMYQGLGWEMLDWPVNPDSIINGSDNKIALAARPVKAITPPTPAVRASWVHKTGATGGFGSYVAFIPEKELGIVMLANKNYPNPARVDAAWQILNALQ
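20 mM phosphate pH 7.0 + 0.01% (detergent screen) or 0.0001% Triton X-100; 5.3 nM AmpC reagent; cpd preinc 15 min RT; nitrocefin (800 uM stock) to start; A480 q20 s × 4 min; Activity was normalised to no-enzyme and no-compound control wells.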
HCV inhibitor: blocks hepatitis C virus | Huh7.5.1 HCVcc-Cre infection, luciferase reporter, 44 h | Potency, µM (series often up to 41.8 µM), for the others: at the highest dose activity change, negative = inhibition, most hits filed as inhibitors | 340,000 tested, 3.4% active | AID 651820; also: potency is read from the fitted curve at half-maximal effect
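Antiviral activity was scored by luciferase reporter output from cells infected with HCVcc-Cre (~0.5 moi) in presence of compound, 44 h infection period, cells seeded 1,000/well 4 h prior.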
AmpC no deterg: blocks E. coli AmpC beta-lactamase in detergent-free assay; 330,000 tested, 0.52% active; AmpC nitrocefin hydrolysis, absorbance 480 nm, 0.0001% Triton; P00811; Potency, µM (titrated, usually from 57.1 µM), without a hit: at the highest dose activity change, negative = inhibition, most hits filed as inhibitors;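 also: potency is read from the fitted curve at half-maximal effect; plate controls were no compound for no effect and no enzyme for full effect; nearly all actives have a fitted effect of over 20% in size; some results filed as inactive show a strong effect at the top dose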
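20 mM phosphate pH 7.0 + 0.01% (detergent screen) or 0.0001% Triton X-100; 5.3 nM AmpC reagent; cpd preinc 15 min RT; nitrocefin (800 uM stock) to start; A480 q20 s × 4 min; Activity was normalised to no-enzyme and no-compound control wells.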
AMA1-RON2 inh: inhibitors of Plasmodium falciparum AMA1-RON2 interaction; AlphaScreen AMA1-biotinylated RON2 peptide binding; Potency, µM (titrated, usually from 58.2 µM), for the others: at the top dose activity change, negative = inhibition, hits mostly inhibitors; 360,000 tested, 0.2% active; AID 720542;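 also: potency is read from the fitted curve at half-maximal effect; 0% = vehicle wells and -100% = peptide control; nearly all actives have a fitted effect of over 45% in size; some results filed as inactive show a strong effect at the top dose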
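AMA1 (3D7) with his tag at 25 nM final met compounds first, then biotinylated RON2 peptide at 25 nM; detection used donor plus acceptor beads, 10 µg/mL apiece, read by AlphaScreen after 30 min at room temperature.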
HCMV inh: inhibitors of human cytomegalovirus. HFF cells, HCMV-luciferase reporter, 72 h; hits give low values. activity change, negative = inhibition, % at 57.5 µM. 410,000 tested, 4.5% active. AID 1259415; in the data active = activity change below about -60%; inconclusive = no clear call, values can overlap the other calls; inactive = above about -39%
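Cell-based, HFFs, 1000 cells/well, 16 h 37C; cpds in DMSO + HCMV-luc, MOI 1 PFU/cell; 72 h 37C; OneGlo luminescence after 5 min RT; norm. to buffer vs Salinomycin 10uM.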
* marks the source's active call; other numbers are inactive results; ? = inconclusive; · = not tested or not shown; [ ] = dose if it differs, or a comment. Unless noted, calls follow the shape of the dose curve; as a rule, active = well fitted curve in the direction sought with a large enough effect; inconclusive = small, poorly fitted or top-dose-only effect, or another doubt; inactive = no such curve, though single readings can be large; an effect the other way counts as inactive or inconclusive. Unless noted, % is scaled to controls: 0 for no effect and ±100 for the full control effect.

Value order – AmpC detergent, LmPK inh, AmpC no deterg, AMA1-RON2 inh, HCV inhibitor, Tb PYK inh, HCMV inh
- Nc1nnc(CC(=O)N/N=C/c2cc([N+](=O)[O-])cc(Br)c2O)s1
 : -1%, 0%, -40%, -10%, 0%, -11%, 2
- COC(=O)c1ccc(C(=O)OC)c(NC(=O)CCS(=O)(=O)Cc2ccccc2)c1
 : 0%, 2%, 0%, -5%, 3%, -2%, -6
- O=C(CCC(=O)N1CC2C[C@@H](C1)Cn1c2cccc1=O)NCCc1ccccc1
 : -8%, -5%, -14%, -1%, 5%, 3%, 3
- O=C(NC(=S)Nc1ccc2[nH]c(=O)[nH]c2c1)c1cncc(Br)c1
 : -2%, 1%, -27%, 90%[activator], -14%, -3%, -16
- CN(CCCC(=O)Nc1ccncc1)S(=O)(=O)c1ccc(Cl)cc1
 : -11%, 0%, 0%, -10%, 10µM*, 2%, -38
- CCOC(=O)c1ccccc1NC(=O)CN1C(=O)CC(c2ccco2)Sc2ccccc21 (stereo not drawn)
 : 15%, ·, ·, ·, ·, 1%, -29
- c1ccc(CCN(Cc2ccccc2)Cc2nc(C3CC3)no2)cc1
 : -4%, -4%, -4%, 14%, 3%, 6%, -6
- CCOc1ccc(C)cc1S(=O)(=O)NC1CCCCC1
 : ?, -7%, 0%, -3%, -1%, 5%, -13
- O=C1N(Cc2cccnc2)C[C@@H]2C[C@@H](c3cccc(OCc4ccccc4)c3)N3CCC[C@@]123
 : -2%, 2%, 137%[activator], -2%, ?, -22%, ?
- COCCOC(=O)C1=C(C)NC(=O)NC1c1cc2c(cc1Br)OCO2 (stereo not drawn)
 : -9%, 1%, -14%, -12%, 6%, 2%, 24
- COC(=O)c1cc(-c2ccc(S(=O)(=O)N3CCCC3)cc2)c(C(F)(F)F)s1
 : -9%, 2%, 17%, -4%, -9%, 0%, -28
- Cc1cccc(C(=O)Nc2ccc(-c3nc4cc(C(C)C)ccc4o3)cc2)c1
 : 16%, ·, ·, ·, ·, -1%, -23
- Cc1cccc(C(=O)Nc2ccc(N3CCN(C(=O)c4ccco4)CC3)cc2)c1
 : ?, 5%, -3%, -10%, -27%, 0%, -25
- Cc1ccc(C)c(N(CC(=O)NCc2ccco2)C(=O)CNS(=O)(=O)c2ccccc2)c1
 : -3%, 0%, 9%, 13%, ?, -1%, 6
- Cc1cccc(Cn2cc3c(=O)n(CC(=O)Nc4c(C)cccc4C)nc-3c3cc(F)ccc32)c1
 : 3%, ·, ·, ·, ·, 4%, 5
- CCCCN(C(=O)c1cccc(N2C(=O)c3ccccc3C2=O)c1)c1c(N)n(CC(C)C)c(=O)[nH]c1=O
 : -14%, ·, -10%, 7%, 1%, -8%, -6
- O=C(NCCCN1CCOCC1)c1ccc2nc(Cc3ccccc3F)oc2c1
 : -10%, -4%, -1%, 3%, ·, 3%, 5
- Cc1ccc(C(=O)NC(=O)CSc2nncn2C)cc1
 : -11%, 0%, -3%, -12%, 12%, 1%, -37
- CC(=O)c1c(C)[nH]c(C(=O)OCn2nnc3ccccc3c2=O)c1C
 : ?, 1%, -17%, 14%, ?, 1%, -12
- O=C(NCc1cccs1)c1ccc2c(c1)N(Cc1ccccc1Cl)C(=O)c1ccccc1S2
 : 3%, ·, ·, ·, ·, -1%, -3
- C=CCn1c(SCC(=O)NCCCC)nc2scc(-c3ccco3)c2c1=O
 : ?, 1%, -23%, -20%, -26%, -14%, 18
- Cc1cccc(-c2nc3scc(CCNS(=O)(=O)c4c(C)noc4C)n3n2)c1
 : 3%, ·, ·, ·, ·, -4%, -18
- c1ccc(CN2CCC(Nc3ncnc4sccc34)CC2)cc1
 : 4%, 6%, -31%, 6%, -4%, 3%, -29
- O=C1CC(c2nc3ccccc3n2CCCOc2ccccc2)CN1c1ccc(F)cc1 (stereo not drawn)
 : 16%, ·, ·, ·, ·, -1%, -25
- CCOC(=O)c1c(NC(=O)C(=O)N/N=C/c2ccccc2OC)sc2c1CCCCC2
 : 2%, -1%, -18%, 38%[activator], 10%, -11%, 15
- CCCn1ccnc1SC(C)C(=O)Nc1c(C)n(C)n(-c2ccccc2)c1=O (stereo not drawn)
 : -3%, ·, -6%, 8%, ?, -7%, -2
- COC(=O)c1c(-c2ccccc2)csc1NC1=NS(=O)(=O)c2ccccc21
 : 2%, -4%, -2%, 1%[11.6 µM], 21%, -3%, 98
- CCOc1ccc(CCNC(=O)COc2cc(=O)n(C)c3ccccc23)cc1OCC
 : 6%, -1%, 62%[activator], -1%, -1%, 7%, 93
- O=C(COC(=O)c1ccc(O)cc1)Nc1ccc(Cl)cc1C(=O)c1ccccc1
 : -1%, -1%, -36%, -7%, -19%, -6%, -17
- COc1ccccc1OCCCCN1CCN(c2ccccc2OC)CC1
 : -1%, -1%, 33%, 7%, ?, 7%, -15

3 structures out of the list, sorted by length of the SMILES, high to low:
Value order – AmpC detergent, LmPK inh, AmpC no deterg, AMA1-RON2 inh, HCV inhibitor, Tb PYK inh, HCMV inh
- COC(=O)c1c(-c2ccccc2)csc1NC1=NS(=O)(=O)c2ccccc21
 : 2%, -4%, -2%, 1%[11.6 µM], 21%, -3%, 98
- CCOc1ccc(CCNC(=O)COc2cc(=O)n(C)c3ccccc23)cc1OCC
 : 6%, -1%, 62%[activator], -1%, -1%, 7%, 93
- c1ccc(CN2CCC(Nc3ncnc4sccc34)CC2)cc1
 : 4%, 6%, -31%, 6%, -4%, 3%, -29

Returning to the listing with the 3 entries that preceded the break.
Value order – AmpC detergent, LmPK inh, AmpC no deterg, AMA1-RON2 inh, HCV inhibitor, Tb PYK inh, HCMV inh
- CCOc1ccc(CCNC(=O)COc2cc(=O)n(C)c3ccccc23)cc1OCC
 : 6%, -1%, 62%[activator], -1%, -1%, 7%, 93
- O=C(COC(=O)c1ccc(O)cc1)Nc1ccc(Cl)cc1C(=O)c1ccccc1
 : -1%, -1%, -36%, -7%, -19%, -6%, -17
- COc1ccccc1OCCCCN1CCN(c2ccccc2OC)CC1
 : -1%, -1%, 33%, 7%, ?, 7%, -15
- C=CCN(CC=C)C(=S)NC(=O)c1ccc(OC)cc1
 : -7%, 0%, -11%, 64%, -17%, 1%, ?
- O=C(CCCCn1c(=O)c2ccccc2n(Cc2ccccc2)c1=O)NC1CCN(Cc2ccccc2)CC1
 : 1%, 10%, 77%[activator], -3%, ?, -5%, ?
- COc1ccccc1C(=O)Nc1c(C(=O)Nc2ccc(C)cc2)oc2ccccc12
 : -6%, ·, ·, ·, ·, 3%, 15
- CN1CCN(C(=O)/C(=C/c2ccco2)NC(=O)c2ccccc2)CC1
 : -10%, 1%, 112%[activator], 5%, 14%, 0%, 14
- Cc1cc(C(=O)Nc2c(C)nn(Cc3c(Cl)cccc3Cl)c2C)no1
 : 1%, 5%, 18%, 4%, -26%, 0%, -62*
- CNC(=S)NC1CC2CCCC(C1)N2CC(C)C (stereo not drawn)
 : -3%, -1%, -34%, -3%, 0%, -3%, 6
- O=C(NCC1CCN(Cc2ccccc2F)CC1)Nc1cccc(Br)c1
 : 3%, -1%, -6%, -10%, -4%, -26%, -21
- O=C(C1CCN(S(=O)(=O)c2cccc3cccnc23)CC1)N1CCN(c2ccccn2)CC1
 : -9%, 1%, 70%[activator], -1%, 12%, -2%, -12
- Cn1cnnc1SCC(=O)NC1CCCc2ccccc21 (stereo not drawn)
 : -4%, -1%, -14%, 0%, 17%, 0%, 23
- COc1cc(C(=O)Nc2ccc3c(c2)OCCO3)ccc1-n1cnnn1
 : -2%, -2%, -41%, -18%, -8%, -3%, -34
- N#Cc1ccc(/C=N/N=C(N)N)cc1
 : -7%, -3%, -24%, -3%, 7%, 4%, -20
- N#C[C@H]1C2OC2c2ccccc2N1C(=O)c1ccccc1 (stereo partly drawn)
 : ·, ·, ·, 7%, 13%, -3%, 5
- CNC(=O)Cc1csc2ccc(Cl)cc12
 : -3%, 5%, -9%, -2%, -2%, 2%, 142
- Cc1cccc(C)c1-n1nnnc1C1c2ccccc2C(=O)N1CCOc1ccccc1 (stereo not drawn)
 : ·, ·, ·, 3%, ·, -1%, -5
- Nn1c(SCC(=O)Nc2cccnc2Cl)nnc1-c1ccccc1
 : -4%, ·, -13%, -10%[11.6 µM], 16%, ?, ·
- O=C(/C=C/c1ccccc1)n1cnnc1SC/C=C/c1ccccc1
 : 6%, 4%, -28%, -19%, 13%, -11%, 61
- CCOc1ccccc1NC(=O)c1cc(S(=O)(=O)N2CCOCC2)ccc1C
 : -13%, -12%, 41%, 3%, 10%, -4%, 0
- CC1(C)CC(=O)c2cc(OCC(=O)O)ccc2O1
 : 5%, -3%, -7%, 2%, 10%, -1%, 7
- Oc1cccc(/C=N/N2CCCCC2)c1O
 : -1%, -9%, -15%, 13%, -29%, -2%, -23
- CCc1noc(C)c1C(=O)NNC(=O)c1ccccc1Cl
 : 4%, ·, -6%, 11%, 14%, 2%, 27
- CCOC(=O)COc1cccc2c(=O)n(CC(=O)NCc3ccc4c(c3)OCO4)ccc12
 : -9%, 4%, -18%, 7%, -8%, -4%, -3
- O=C(Nc1nnc(C2CC2)s1)C1Cc2ccccc2CN1S(=O)(=O)c1ccccc1F (stereo not drawn)
 : 2%, 6%, -24%, 53%[activator], ?, -6%, -6
- COc1ccc(OC)c(S(=O)(=O)CC(O)COc2ccccc2Cl)c1 (stereo not drawn)
 : -6%, 1%, 9%, -7%, 1%, 11%, -18
- CCOc1ccc(NC(=O)CSc2ccc3nnc(-c4ccccn4)n3n2)cc1
 : -4%, 7%, -10%, 0%, 17%, 27%, -18
- Cc1ccc(Nc2ccc3nonc3c2[N+](=O)[O-])cc1
 : 6%, -6%, -19%, -9%, -7%, 2%, -28
- Cc1ccc(-n2nnnc2SCC(=O)NNC(=O)c2ccco2)cc1C
 : 1%, -3%, -11%, 63%[activator], 2%, -2%, -13
- O=C(CSc1nnc(-c2ccc(F)cc2)c2ccccc12)Nc1c(F)cccc1F
 : -10%, 4%, -46%, 14%, -21%, -4%, -83*
- S=c1[nH]nc(COc2ccc3c(c2)OCO3)n1-c1ccccc1
 : 2%, ?, -27%, -1%, 4%, ?, -7
- COc1cccc(NC(=O)CSc2ccc3nnc(CCNC(=O)c4ccccc4)n3n2)c1
 : ?, -2%, 40%, -3%, 4%, 8%, 11
- COc1ccc(-c2csc3nc(-c4ccc(F)cc4)oc(=O)c23)cc1OC
 : 21%, ·, ·, ·, ·, 1%, 7

Screens: PubChem BioAssay, National Center for Advancing Translational Sciences (NCATS)

Random draw from the library; overall some 7.5% were active at least once.
